TIM10 inh: TIM10 yeast growth inhibition; AID 463195; 1.4% of 330,000 active; inhibition, % at 10 µM; S. cerevisiae TIM10 strain growth, BacTiter-Glo luminescence, 24 h;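 active = inhibition of 40% or more at the single tested concentration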;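 note: wild-type TIM10 isogenic control strain grown at permissive 25 °C; 0% = DMSO yeast wells and 100% = minimal medium wells without yeast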
tim10-1 inh: inhibits growth of tim10-1 mutant yeast; S. cerevisiae tim10-1 ts strain growth, BacTiter-Glo, 24 h; inhibition, % at 20 µM; 2.2% of 330,000 active;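 active = inhibition of at least 40%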;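 note: mutant grown at 25 °C; 0% = DMSO wells with yeast and 100% = wells holding no yeast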
APJ agonist: agonists of human APJ apelin receptor. AID 2520. 0.11% of 330,000 active. P35414. activation, % at 20 µM. CHO-K1 APJ PathHunter beta-arrestin, luminescence; 0% DMSO wells, 100% apelin;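 active = activation more than six SD over the plate average, tested at 20 µM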;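 note: 0% = DMSO alone and 100% = apelin-13 at 10 nM; some results filed as inactive read as strong as hits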
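Material: CHO-K1 APJ beta-arrestin complementation cell line; Input: cell density 1000 per well; Incubation: compound stimulation 90 min at 25 °C, detection 60 min; Signal: luminescence from split beta-galactosidase complementation, Galacton Star/Emerald II substrate; Controls: DMSO-only wells as negative, 10 nM Apelin-13 as positive control.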
tim23-1 inh: growth inhibitors of tim23-1 mutant yeast | S. cerevisiae tim23-1 growth, BacTiter-Glo luminescence, 24 h | inhibition, % at 20 µM | 1.3% of 330,000 active;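 active = growth inhibition of the mutant yeast at or above 50%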;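 note: temperature-sensitive mutant grown at 25 °C; plate controls were DMSO-treated mutant yeast for no effect and medium wells lacking yeast for full effect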
GRIN3A LBD mod: modulates the human NR3A ligand-binding domain; AID 1259313; 2.5% of 340,000 active; Tm shift relative to glycine control, % at 25 µM; NR3A LBD differential scanning fluorimetry, Tm shift; 0% = protein alone, 100% = glycine-bound protein;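 active = melting temperature shift of at least 10% of the positive control shift, at one fixed dose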
Mdm2-MdmX inh: inhibitors of human Mdm2/MdmX interaction | O15151+Q00987 | SaOS-2 split-luciferase Mdm2/MdmX complementation, luminescence | inhibition, % at 8 µM | 3% of 330,000 active | AID 485346;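 active = inhibition of at least 50% at 8 µM in the primary screen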
Target sequence (O15151 whole entry, looked up): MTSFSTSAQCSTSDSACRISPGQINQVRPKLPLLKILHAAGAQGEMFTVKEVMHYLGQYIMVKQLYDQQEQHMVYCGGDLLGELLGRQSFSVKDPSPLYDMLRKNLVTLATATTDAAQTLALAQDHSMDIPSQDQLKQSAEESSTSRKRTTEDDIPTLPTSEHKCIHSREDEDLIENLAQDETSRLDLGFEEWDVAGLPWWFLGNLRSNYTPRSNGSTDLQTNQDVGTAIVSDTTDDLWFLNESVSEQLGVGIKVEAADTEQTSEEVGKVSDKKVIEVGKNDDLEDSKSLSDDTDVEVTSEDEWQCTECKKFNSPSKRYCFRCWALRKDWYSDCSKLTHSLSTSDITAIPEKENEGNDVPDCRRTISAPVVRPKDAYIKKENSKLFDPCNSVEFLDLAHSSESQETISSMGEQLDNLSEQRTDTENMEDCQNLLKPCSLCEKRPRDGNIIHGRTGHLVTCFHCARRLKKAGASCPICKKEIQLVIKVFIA
Target sequence (Q00987 whole entry, looked up): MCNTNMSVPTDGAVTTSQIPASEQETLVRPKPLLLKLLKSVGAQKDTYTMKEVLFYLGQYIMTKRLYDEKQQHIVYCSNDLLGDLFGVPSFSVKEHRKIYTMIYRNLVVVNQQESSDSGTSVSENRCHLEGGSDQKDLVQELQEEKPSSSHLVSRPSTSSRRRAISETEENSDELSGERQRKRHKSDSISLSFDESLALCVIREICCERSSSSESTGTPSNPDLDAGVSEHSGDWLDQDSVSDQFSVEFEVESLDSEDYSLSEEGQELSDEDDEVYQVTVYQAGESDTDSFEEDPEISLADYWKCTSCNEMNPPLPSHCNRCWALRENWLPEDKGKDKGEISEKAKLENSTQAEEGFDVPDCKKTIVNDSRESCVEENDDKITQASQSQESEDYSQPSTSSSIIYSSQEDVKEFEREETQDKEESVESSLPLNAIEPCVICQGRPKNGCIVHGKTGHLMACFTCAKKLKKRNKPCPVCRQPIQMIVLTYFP
CHOP UPR activ: apoptotic UPR (CHOP) activation | CHO-CHOP luciferase reporter, luminescence; percent of tunicamycin response over DMSO baseline | activation, % at 10 µM | 0.34% of 330,000 active;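 active = at 10 µM dose, activation of 40% or more, normalized to positive control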;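 note: 100% = tunicamycin at 10 µg/mL and 0% = DMSO alone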
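Test system: CHO-CHOP cells, stable luciferase reporter of PERK-eIF2a-CHOP signalling | Quantity: 500 CHO-CHOP cells per well | Buffer or medium: F12 plus 10% serum | Compound dosing: 10 µM single point, 0.5% DMSO | Schedule: 6 h compound treatment, 37 °C | Signal: Luciferase luminescence | Control set: Tunicamycin high control, DMSO low control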
XBP1 UPR activ: adaptive UPR (XBP1) activation | CHO-XBP1 luciferase reporter, IRE1-XBP1 UPR activation, luminescence; percent of tunicamycin response, DMSO as zero | activation, % at 20 µM | 0.33% of 330,000 active | AID 463104;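 active = versus positive control, 20 µM dose yields 30% or more activation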;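 note: 100% = tunicamycin at 10 µg/mL and 0% = DMSO only wells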
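Signal: luciferase luminescence; Assay system: CHO-XBP1 luciferase reporter cells; Amount: one thousand reporter cells per well; Dosing: 20 µM single concentration, DMSO 1%; Benchmarks: high control tunicamycin 10 µg/mL final, low control DMSO vehicle only; Schedule: 6 h compound exposure at 37 °C, 5% CO2; Evaluation: percent activation relative to tunicamycin reference.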
NLRP3 yeast inh: blocks the NALP3 inflammasome reconstituted in yeast; Yeast reconstituted NLRP3/ASC/caspase-1, beta-gal luminescence, 24 h; inhibition, % at 10 µM; 0.39% of 330,000 active;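 active = inhibition of 50% or more; inactive = inhibition below 50%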;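 note: plate controls were induced DMSO wells for no effect and uninduced yeast grown without galactose for full effect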
* marks the source's active call; other numbers are inactive results; . = no result given.

#1 COc1ccc(CCN(C)C(=O)c2cc(S(=O)(=O)N3CCCCC3)ccc2Cl)cc1OC
#2 Cn1nnnc1SCC(=O)Nc1nc(-c2ccc(F)c(F)c2)cs1
#3 O=C(O)CSc1ccc(Oc2ccc(SCC(=O)O)cc2)cc1
#4 NC(=O)c1cnn2c(-c3ccc(Cl)cc3Cl)ccnc12
#5 COC(=O)CCC(=O)c1oc2ccccc2c1N
#6 C=CCn1c(SCC(=O)Nc2ccc(N3CCOCC3)cc2)nc2ccccc2c1=O
#7 COc1ccc(OC)c(NC(=O)CCC(=O)N(Cc2ccc(OC)c(OC)c2)c2nccs2)c1
#8 CN(C)c1ccc(NC(=O)c2ccncc2)c2ccccc12
assay / compound	1	2	3	4	5	6	7	8
tim10-1 inh	7	11	-7	15	27	-18	18	14
XBP1 UPR activ	-1	0	-3	0	-3	-3	-5	-1
NLRP3 yeast inh	13	11	7	-14	10	7	0	9
Mdm2-MdmX inh	-6	24	-16	1	17	13	-2	18
TIM10 inh	21	11	3	-12	11	1	-3	-3
GRIN3A LBD mod	.	-1	1	-1	-1	1	0	1
APJ agonist	-2	2	-5	-2	0	-3	-1	3
tim23-1 inh	6	16	-7	42	15	-10	10	17
CHOP UPR activ	0.2	2.0	1.6	0.5	1.9	0.7	0.0	-0.4

#9 O=C(CSc1nc(O)c(C2CCCCC2)c(=O)[nH]1)Nc1ccccc1Cl
#10 CC(C)(C)C(=O)Nc1cc(NC(=O)C(C)(C)C)cc(C(=O)NNC(=O)c2ccncc2)c1
#11 Cc1nnc(-n2cnc3ccccc32)c2ccccc12
#12 CCCNc1c(NS(=O)(=O)c2ccc(C(C)(C)C)cc2)c(=O)oc2ccccc12
#13 CC(C)(C)NC(=O)C1CCN(c2ccc(S(=O)(=O)N3CCOCC3)cc2Cl)CC1
#14 CCOc1c(Br)cc(CNC2CCCCCCC2)cc1OC
#15 CC(C)N=c1c([N+](=O)[O-])nn(C)n1O
#16 O=c1[nH]c2sc3c(c2c2nncn12)CCCC3
assay / compound	9	10	11	12	13	14	15	16
tim10-1 inh	-5	12	8	10	3	4	-10	10
XBP1 UPR activ	-2	-2	3	-2	1	2	10	-1
NLRP3 yeast inh	12	-6	9	1	1	10	18	-16
Mdm2-MdmX inh	7	-20	-10	22	-20	17	-3	34
TIM10 inh	9	2	-4	-1	-14	-2	-6	-9
GRIN3A LBD mod	-2	-1	1	0	0	0	0	1
APJ agonist	-4	0	7	-1	-6	-3	-3	-4
tim23-1 inh	17	1	12	3	5	-8	-8	-5
CHOP UPR activ	0.3	-1.2	1.3	-1.6	-0.8	3.9	-1.4	-1.6

#17 N#CC1=C(N)SC(N)=C(C#N)C1C1CC=CCC1 (stereo unspecified)
#18 Cn1c2ccccc2c(=O)c2ccc(NCCc3cccs3)cc21
#19 CC1CCCCN1CCNc1nc(=S)[nH]c2ccccc12 (stereo unspecified)
#20 Cc1c(Cl)c([N+](=O)[O-])nn1CCCC(=O)Nc1sc2c(c1C#N)CCC2
#21 O=C(NC1CCCCCCC1)c1cnccn1
#22 COc1cccc(/C=N/NC(=O)c2cccc(N3CCCC3=O)c2)c1
#23 CN(c1ccccc1)S(=O)(=O)c1ccc(C(=O)NCCc2ccc(F)cc2)cc1
#24 O=c1ccn([C@@H]2O[C@H](CO)[C@@H](O)[C@H]2O)c(=O)[nH]1
assay / compound	17	18	19	20	21	22	23	24
tim10-1 inh	24	13	21	13	11	-8	16	-3
XBP1 UPR activ	-3	2	2	-2	2	0	3	-4
NLRP3 yeast inh	15	4	2	2	-2	3	13	10
Mdm2-MdmX inh	2	-233	-8	12	3	17	23	-22
TIM10 inh	17	-9	-10	24	-2	-1	-12	6
GRIN3A LBD mod	-16	-3	1	-6	2	-1	-7	1
APJ agonist	-8	2	-5	-8	2	0	-3	-2
tim23-1 inh	42	36	0	19	2	-12	28	8
CHOP UPR activ	2.1	0.3	0.8	-0.8	0.8	4.5	0.4	1.1

#25 COc1cccc(-c2cc(=O)c3cc(NC(=O)c4ccc(Cl)cc4)ccc3[nH]2)c1
#26 Cc1ccc(Nc2nc3ccccc3nc2-n2nc(C)cc2C)cc1
#27 COc1ccc(NC(=O)CCS(=O)(=O)c2cccc3nonc23)cc1
#28 CN(CC(=O)Nc1ccc(F)c(Cl)c1)S(=O)(=O)c1ccc2c(c1)n(C)c(=O)c(=O)n2C
#29 Cc1cccc(NC(=O)c2cc3cc([N+](=O)[O-])ccc3s2)n1
#30 CCOC(=O)N1CCN(C(=O)COC(=O)C2CCN(S(=O)(=O)c3c(C)c(C)cc(C)c3C)CC2)CC1
#31 NS(=O)(=O)c1ccc(CCNC(=O)c2ccc([N+](=O)[O-])cc2[N+](=O)[O-])cc1
#32 Cc1ccc(S(=O)(=O)NCc2ccc(C(=O)NC3CCC(C)CC3)cc2)cc1 (stereo unspecified)
assay / compound	25	26	27	28	29	30	31	32
tim10-1 inh	-10	4	14	0	-2	14	3	32
XBP1 UPR activ	-3	0	1	-6	0	-2	-1	-9
NLRP3 yeast inh	1	16	5	6	24	-9	7	4
Mdm2-MdmX inh	43	15	5	-6	0	-8	-1	31
TIM10 inh	-14	5	9	1	-6	13	-4	-1
GRIN3A LBD mod	0	2	0	-1	-1	0	-1	0
APJ agonist	-5	1	-1	10	1	7	11	-3
tim23-1 inh	-6	18	9	-1	-10	19	5	23
CHOP UPR activ	-0.8	0.1	0.4	2.0	4.3	-0.1	0.9	2.4

#33 CN(CC(=O)Nc1ccccc1Cl)C(=O)COC(=O)CSc1ccc(F)cc1
#34 Cc1cccc(NC(=O)C2COc3ccccc3O2)n1 (stereo unspecified)
#35 CC(Sc1nncs1)C(=O)Nc1ccc(S(=O)(=O)Nc2ncccn2)cc1 (stereo unspecified)
#36 Cc1ccccc1C(=O)Nc1ccc(CN2CCOCC2)cc1
#37 C/C(CC1CC(COCC(C)C)OC1=O)=N\NC(N)=S (stereo unspecified)
#38 CCOc1cc(/C=C2\C(=O)ON=C2c2ccccc2)ccc1OC
#39 COc1cc2c(cc1OC)CN(CC(=O)Nc1ccc(Cl)cc1Cl)CC2
#40 COCCNC(=O)CN1C(=O)/C(=C/c2ccccc2)Oc2ccc(C(C)(C)C)cc21
assay / compound	33	34	35	36	37	38	39	40
tim10-1 inh	4	13	7	-21	13	24	36	31
XBP1 UPR activ	-1	-1	1	-1	-1	-4	2	1
NLRP3 yeast inh	13	29	4	20	2	-5	1	16
Mdm2-MdmX inh	0	-8	22	5	-4	18	8	27
TIM10 inh	7	16	4	-1	96*	-4	2	13
GRIN3A LBD mod	0	-2	0	-1	-2	-1	-8	-10
APJ agonist	10	-1	-4	-5	-1	1	-2	2
tim23-1 inh	-2	26	10	-8	-9	20	34	31
CHOP UPR activ	-1.3	2.9	-1.2	3.6	2.5	0.7	1.3	1.8

Grouped by structure, the compounds so far with two or more sulfur atoms.
#2 Cn1nnnc1SCC(=O)Nc1nc(-c2ccc(F)c(F)c2)cs1
#3 O=C(O)CSc1ccc(Oc2ccc(SCC(=O)O)cc2)cc1
#35 CC(Sc1nncs1)C(=O)Nc1ccc(S(=O)(=O)Nc2ncccn2)cc1 (stereo unspecified)
assay / compound	2	3	35
tim10-1 inh	11	-7	7
XBP1 UPR activ	0	-3	1
NLRP3 yeast inh	11	7	4
Mdm2-MdmX inh	24	-16	22
TIM10 inh	11	3	4
GRIN3A LBD mod	-1	1	0
APJ agonist	2	-5	-4
tim23-1 inh	16	-7	10
CHOP UPR activ	2.0	1.6	-1.2

Gathered by group, the entries above with a cyano group (two)
#17 N#CC1=C(N)SC(N)=C(C#N)C1C1CC=CCC1 (stereo unspecified)
#20 Cc1c(Cl)c([N+](=O)[O-])nn1CCCC(=O)Nc1sc2c(c1C#N)CCC2
assay / compound	17	20
tim10-1 inh	24	13
XBP1 UPR activ	-3	-2
NLRP3 yeast inh	15	2
Mdm2-MdmX inh	2	12
TIM10 inh	17	24
GRIN3A LBD mod	-16	-6
APJ agonist	-8	-8
tim23-1 inh	42	19
CHOP UPR activ	2.1	-0.8

New compounds follow
#41 CC(C)[C@H](NC(=O)[C@@H]1Cc2ccccc2CN1)C(=O)Nc1ccc2c(c1)OCO2
#42 CCOc1ccc(NC(=O)C/C(C)=N/NC(=O)c2cnccn2)cc1
#43 NC(N)=NC(N)=Nc1ccc2ccccc2c1
#44 O=C(CCCn1c(=O)[nH]c2ccccc2c1=O)Nc1ccc(F)cc1
#45 O=C(c1ccc(Cn2c(=O)[nH]c3ccccc3c2=O)cc1)N1CCN(c2ccccn2)CC1
#46 CCOc1ccc(C(=O)N2CCC3(CC2)NCCc2[nH]cnc23)cc1
#47 Cn1c(S(=O)(=O)c2ccc([N+](=O)[O-])cc2)nc(Br)c1Br
#48 COc1cccc(CC(=O)Nc2nc3c(s2)C(=O)CC(C)(C)C3)c1
#49 COc1cccc(-c2nnc(Nc3nc4c(F)cccc4s3)o2)c1
#50 C/C=C/C(=O)N1c2ccccc2C(C)=CC1(C)C
#51 COc1ccc(OC)c(CCNC(=O)c2ccc3c(c2)N(Cc2ccccc2)CCS3)c1
assay / compound	41	42	43	44	45	46	47	48	49	50	51
tim10-1 inh	19	-2	-4	-9	-4	-4	24	2	-5	0	12
XBP1 UPR activ	0	3	2	0	-1	-2	-3	-5	3	2	-4
NLRP3 yeast inh	14	5	1	4	14	3	-1	21	13	25	13
Mdm2-MdmX inh	-5	-9	13	-10	21	11	21	-6	4	2	29
TIM10 inh	2	11	1	-13	2	2	28	-7	-11	-16	-7
GRIN3A LBD mod	-1	-2	0	1	-2	1	-1	-1	-5	-1	0
APJ agonist	-2	1	-1	-1	2	-9	7	0	-4	-4	-5
tim23-1 inh	12	-10	-29	5	-2	8	30	17	6	11	15
CHOP UPR activ	6.7	0.1	-1.1	-1.7	0.8	0.7	1.2	3.5	2.2	-3.2	-2.8

Screening results as filed in PubChem BioAssay.
